Bioassay records as filed in PubChem BioAssay.
Vif-APOBEC3G blk: blocks the Vif interaction with human APOBEC3G. Q9HC16. AID 602310. HeLa A3G-eYFP + Vif (tagged APOBEC3G with the HIV-1 protein that degrades it), YFP fluorescence, overnight. Potency, µM (highest dose often 46.1 µM), for inactives: at the top dose activity, negative = active, actives largely listed as inhibitors. 410,000 compounds, 0.076% hits;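 note: potency is the fitted concentration of half-maximal effect; % is set by controls: 0 for no effect and ±100 for the full control effect; nearly all actives have a fitted effect of over 60% in size; hits raise eYFP signal because A3G escapes Vif-driven loss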
Target sequence (Q9HC16 whole entry, looked up): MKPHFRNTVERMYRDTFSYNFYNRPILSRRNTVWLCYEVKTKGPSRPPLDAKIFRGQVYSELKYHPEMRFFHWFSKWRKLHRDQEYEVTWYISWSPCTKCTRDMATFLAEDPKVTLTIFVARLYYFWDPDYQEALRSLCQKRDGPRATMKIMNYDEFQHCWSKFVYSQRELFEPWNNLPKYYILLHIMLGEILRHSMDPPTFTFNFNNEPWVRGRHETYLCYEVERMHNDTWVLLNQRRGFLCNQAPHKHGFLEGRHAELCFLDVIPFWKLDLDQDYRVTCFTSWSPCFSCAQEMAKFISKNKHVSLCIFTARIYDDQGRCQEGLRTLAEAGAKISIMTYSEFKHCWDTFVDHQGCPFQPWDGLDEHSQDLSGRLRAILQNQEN
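HeLa cells stably expressing Vif and C-terminally eYFP-tagged A3G, seeded overnight at 37 deg C, then exposed to compound by pintool overnight at 37 deg C. Rise in yellow fluorescence (Ex 488/Em 500-530, Acumen) marks blocked Vif-driven A3G degradation.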
TrxR1 substrate: substrates of rat thioredoxin reductase 1; O89049; purified TrxR1 substrate turnover, NADPH consumption readout; Potency, µM (titrated, usually from 114 µM), for the others: at the highest dose activity change, negative = substrate turnover; 390,000 compounds, 0.01% hits; note: potency is the fitted concentration of half-maximal effect; % is set by controls: 0 for no effect and ±100 for the full control effect; nearly all actives have a fitted effect of over 50% in size
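Rat TrxR1, dispensed at 90 nM, was prereduced with 400 uM NADPH (final) for 5 min at ~22 deg C, then incubated with compound 15 min before 400 uM selenite. A first-read NADPH fluorescence drop versus no-compound background flagged substrates.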
LDHA inh: LDHA (human) enzyme inhibition; activity change, % (values are at about 110 or 230 µM); P00338; AID 1347041; 480,000 compounds, 0.15% hits; purified LDHA, NADH/diaphorase-resazurin fluorescence; active compounds read low; in the data active = activity change below about -30%; inconclusive = mostly about -25% to -30%;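 note: plate controls were DMSO wells for no effect and wells without enzyme for full effect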
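Resorufin fluorescence (ex540/em590), read at 0 and 20 min after diaphorase/resazurin addition, reports the NADH left after a 5 min room-temperature reaction of 2 nM human LDH5 with 0.06 mM NADH and 0.2 mM pyruvate.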
rTrxR1 inhibitor: inhibitors of rat thioredoxin reductase 1 | AID 588453 | Potency, µM (series often up to 114 µM), for inactives: top-dose activity change, negative = inhibition, most hits filed as inhibitors | 390,000 compounds, 1% hits | recombinant rTrxR1, NADPH fluorescence consumption, selenite substrate; note: potency is the fitted concentration of half-maximal effect; % is set by controls: 0 for no effect and ±100 for the full control effect; nearly all actives have a fitted effect of over 65% in size
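Rat TrxR1 (90 nM in the dispensed reagent) was pre-reduced with 400 uM NADPH for 5 min at room temperature, then incubated with compound for 15 min. After 400 uM selenite was added, NADPH fluorescence (Ex 340/Em 450 nm) was followed for 8 min.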
USP1-UAF1 inh: inhibitors of human USP1/UAF1 deubiquitinase. O94782. recombinant USP1/UAF1, Ub-Rhodamine cleavage fluorescence. Potency, µM (highest dose often 57.1 µM), inactives show top-dose activity change, negative = inhibition, usual class: inhibitors. 390,000 compounds, 0.23% hits. AID 743255; note: potency is the fitted concentration of half-maximal effect; % is set by controls: 0 for no effect and ±100 for the full control effect; nearly all actives have a fitted effect of over 60% in size; inactives centre near -12
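In this screen, compounds sit with the deubiquitinase complex (1nM) for 15 min at room temperature before Ub-Rho is added at 150nM final. Fluorescence rise is then followed for 6 reads every 60 seconds.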
Glioma ERSR ind: inducers of ER stress response in human glioma cells. U87-MG GRP78 promoter luciferase reporter, 16 h. Potency, µM, for the others: at the top dose activation, usual class: activators. 420,000 compounds, 0.02% hits. AID 602332; note: potency is the fitted concentration of half-maximal effect; series mostly up to about 76 µM; % of control where 0% means no effect; nearly all actives have a fitted effect of over 35% in size
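ERSR induction read as luciferase luminescence (Bright-Glo, 10 min at room temperature) in stably transfected human U87-MG glioma cells exposed to compounds for 16 h, using GRP78 as sensor.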
RGS4 inh: inhibitors of human regulator of G protein signaling 4; P49798; Transcreener GDP fluorescence polarization, RGS4-accelerated GTP hydrolysis; Potency, µM (top dose mostly 114 µM), for inactives: at the highest dose activity change, negative = inhibition, hits mostly inhibitors; 390,000 compounds, 0.039% hits; AID 504845; note: potency is the fitted concentration of half-maximal effect; % is set by controls: 0 for no effect and ±100 for the full control effect; nearly all actives have a fitted effect of over 75% in size; some results filed as inactive show a strong effect at the top dose
Target sequence (P49798 whole entry, looked up): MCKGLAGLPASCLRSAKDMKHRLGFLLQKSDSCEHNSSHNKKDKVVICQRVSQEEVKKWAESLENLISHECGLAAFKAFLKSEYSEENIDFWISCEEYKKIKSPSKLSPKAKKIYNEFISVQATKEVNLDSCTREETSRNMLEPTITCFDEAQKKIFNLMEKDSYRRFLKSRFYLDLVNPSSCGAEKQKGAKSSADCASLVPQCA
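MLSMR compounds (23 nl, pin-transferred) preincubated 10 min at room temperature with a 500nM (2x) first reagent, then RGS4 at 900nM (2x) plus Transcreener GDP mix added; fluorescence polarization (620/688 nm) read before and after 90 min at 30 °C.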
mIDH1 inhibitor: inhibitors of human mutant IDH1 R132H; Potency, µM (top dose mostly 76.6 µM), for inactives: at the highest dose activity change, negative = inhibition, hits mostly inhibitors; IDH1-R132H enzyme, NADPH consumption, diaphorase/resazurin fluorescence; O75874; 390,000 compounds, 0.093% hits; note: potency is the fitted concentration of half-maximal effect; % is set by controls: 0 for no effect and ±100 for the full control effect; nearly all actives have a fitted effect of over 65% in size
Target sequence (O75874 whole entry R132H, stated change not applied): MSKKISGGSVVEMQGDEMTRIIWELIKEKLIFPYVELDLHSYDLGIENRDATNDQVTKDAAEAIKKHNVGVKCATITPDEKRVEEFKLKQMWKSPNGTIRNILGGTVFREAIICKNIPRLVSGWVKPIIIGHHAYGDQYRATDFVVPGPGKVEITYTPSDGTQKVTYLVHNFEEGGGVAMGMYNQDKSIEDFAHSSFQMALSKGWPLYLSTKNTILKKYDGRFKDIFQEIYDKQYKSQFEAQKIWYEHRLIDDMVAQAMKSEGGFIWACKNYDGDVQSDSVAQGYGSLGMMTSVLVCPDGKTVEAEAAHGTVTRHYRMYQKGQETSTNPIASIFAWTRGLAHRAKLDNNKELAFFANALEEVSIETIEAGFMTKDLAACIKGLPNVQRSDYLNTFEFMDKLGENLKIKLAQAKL
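IDH1-R132H (0.5 ug/mL dispensed) in pH 7.5 Tris buffer was preincubated 30 min with compound, then given a substrate mix of 0.016 mM NADPH and 2 mM alpha-KG for 80 min at room temperature; remaining NADPH was read by diaphorase/resazurin fluorescence.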
Vif-A3F inh: blocks the Vif interaction with APOBEC3F. HeLa A3F-eYFP + Vif (tagged APOBEC3F with the HIV-1 protein that degrades it), YFP fluorescence increase. Potency, µM (doses to about 46.1 µM), without a hit: at the top dose activity, negative = active. 390,000 compounds, 0.2% hits. AID 602313; note: potency is the fitted concentration of half-maximal effect; % of control where 0% means no effect; nearly all actives have a fitted effect of over 65% in size
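Fluorescence increase (Ex 488/Em 500-530) after overnight compound treatment at 37 deg C flags inhibition of Vif-driven A3F-eYFP loss in stable HeLa A3F-eYFP/Vif cells seeded overnight beforehand.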
The depositor's hits bear a star; ? = inconclusive; nt = not tested or not shown; & = joins results of further samples; [ ] = another dose, or the depositor's remark. Unless noted, calls come from the whole dose curve; as a rule, active = well fitted curve in the direction sought with a large enough effect; inconclusive = small, poorly fitted or top-dose-only effect, or another doubt; inactive = no such curve, though single readings can be large; an effect the other way counts as inactive or inconclusive. A portion of the library (hit frequency here may not be typical).

SMILES | Vif-APOBEC3G blk | TrxR1 substrate | LDHA inh | rTrxR1 inhibitor | USP1-UAF1 inh | Glioma ERSR ind | RGS4 inh | mIDH1 inhibitor | Vif-A3F inh
CN(CC(=O)Nc1ccccc1Cl)C(=O)c1ccc(N2C(=O)CCC2=O)cc1 | 1% | -7% | -7 | -1% | -11% | -3% | 1% | 4% | 2%
O=C(Nc1cccc2c1CCCC2)c1ccco1 | -6% | -2% | 6 | 2% | -15% | 1% | 7% | 7% | -2%
CCc1ccc[n+](-c2[nH]c(=O)sc2/C=N/N=C(\[O-])c2cccnc2)c1 | 6% | -20% | 1 | -36% | -18% | -2% | 14%[11.4 µM] | 2% | 2%
Cc1cccc(-n2nnc3c(=O)n(CC(=O)Nc4cc(C)on4)cnc32)c1 | 1% | 9%[57.1 µM] | -8 | 13%[57.1 µM] | -19% | 2% | -7% | 4% | 4%
CCCCN(C(=O)c1ccc2c(c1)OCO2)c1c(N)n(CC(C)C)c(=O)[nH]c1=O | 8% | 2% | -4 | 12% | -23% | -4% | -11% | 13% | 4%
O=C(O)CCC(=O)N1N=C(c2ccco2)CC1c1ccco1 (stereo unspecified) | 1% | -7% | 0 | ? | 1% | -6% | 1% | 4% | 0%
CCOC(=O)N1CCN(S(=O)(=O)c2ccc(C(=O)NNc3nc4c(C)cccc4s3)cc2)CC1 | -10% | 5%[57.1 µM] | 4 | 9%[57.1 µM] | -6% | -4% | -34% | -9% | 0%
COC(=O)c1ccc(NC(=O)CN(C2CCCCC2)S(C)(=O)=O)cc1 | -11% | 11% | -1 | 5% | -13% | -6% | -5% | 3% | 0%
CC1CCC(NC(=O)c2ccc(S(C)(=O)=O)cc2)CC1 (stereo unspecified) | 1% | 5%[57.1 µM] | -10 | 12%[57.1 µM] | 7% | -5% | -6% | -2% | -8%
Cc1cccc(NC(=O)C2CCCN(C(=O)NC3CCCCC3)C2)c1C (stereo unspecified) | -4% | -11% | 0 | -12% | -10% | -1% | 4% | 3% | -6%
OCCNC(=S)Nc1ccc(Cl)c(Cl)c1 | -2% | 13% | -5 | 17% | -7% | 2% | -5% | 7% | -8%
CCOC(=O)c1sc(N)c(C#N)c1CSc1nnc(C2CCCCC2)n1N | -1% | -5% | 3 | -14% | -24% | 1% | -52% | 1% | nt
Cn1nccc1NC(=O)COCC(=O)O | -3% | 7% | -10 | 19%[57.1 µM] | ? | 5% | 13% | -2% | -1%
CCc1ccc(C(=O)c2cn(CC(=O)Nc3ccc(F)cc3)c3cc4c(cc3c2=O)OCO4)cc1 | 1% | -3% | 4 | 6% | -24% | -1% | ? | 11% | -7%
CCOc1ccc(CCNC(=O)Cn2ccc3cc(S(=O)(=O)N4CCCCC4)ccc32)cc1 | 3% | 6% | 3 | 51%[activator] | -17% | -6% | 10% | 9% | 0%
COc1ccc(-c2cc(C(=O)NC(C(=O)O)C(C)C)c(C)o2)cc1OC (stereo unspecified) | 0% | 1% | -7 | ? | -7% | 5% | -41% | 5% | -3%
O=C(COC(=O)c1ccccc1F)NC1CCCC1 | 4% | -7% | 0 | 2%[57.1 µM] | -13% | -3% | 14% | 3% | -2%
O=C(CCc1nc(-c2cccs2)no1)Nc1cnc2ccccc2c1 | 2% | 3% | -5 | 19%[0.0914 µM] | -22% | 0% | -24% | 1% | 4%
O=C(CCNS(=O)(=O)c1ccc(Cl)cc1)N1CCN(c2ccccn2)CC1 | 3% | 13% | -2 | 18% | -11% | -1% | 38% | -6% | -4%
Clc1nc(NCc2cccs2)c2[nH]cnc2n1 | -2%&0% | -2%&-3% | -2&1 | 1%&10% | nt | -1%&-3% | 27%&-8% | nt | nt
CCOCCCN(C(=O)CCC(=O)Nc1cc(C)on1)C(C(=O)NC(C)(C)CC)c1cccc(OC)c1OC (stereo unspecified) | 1% | 10%[57.1 µM] | -5 | 28%[57.1 µM] | -18% | -2% | -2% | -6% | -1%
COc1ccc(C(=O)Nc2ccc(Cl)cc2F)cc1S(=O)(=O)N1CCCC1 | -3% | 5% | -7 | 26% | -13% | -2% | 3% | -3% | -1%
CSCCC(=O)N1CCC(n2nccc2NC(=O)CCCc2ccccc2)CC1 | -1% | -2% | 0 | 14% | -17% | 0% | 15% | 4% | -1%
COc1ccc(-n2ncc(C(=O)Nc3ccc4c(c3)OCCO4)c2C2CCN(C(=O)OC(C)(C)C)CC2)cc1 | 3% | -13% | -7 | 11% | ? | -2% | 36% | 37%[activator] | 9%
CCOC(=O)C1CCCN(c2c(NCCC(C)C)c(=O)c2=O)C1 (stereo unspecified) | 3% | -2% | -15 | 4% | -5% | -1% | 27% | -1% | -1%
SMILES | Vif-APOBEC3G blk | TrxR1 substrate | LDHA inh | rTrxR1 inhibitor | USP1-UAF1 inh | Glioma ERSR ind | RGS4 inh | mIDH1 inhibitor | Vif-A3F inh
CCN1C(=NCc2ccco2)N[C@@H](c2cccc(C(F)(F)F)c2)C(C(=O)OC)=C1C | 4% | -6% | -1 | -11% | -19% | -2% | 5% | -7% | 0%
O=C(/C=C/c1ccc2ccccc2n1)c1cc(Cl)ccc1O | ? | 27% | 0 | -27% | -23% | 5% | -28% | -20% | ?
NC(=O)c1ccc(N2CCC(C(N)=O)CC2)c([N+](=O)[O-])c1 | -1% | -2% | -7 | 8% | -11% | -3% | 12% | -3% | -8%
COc1c2ccoc2nc2c(OC)c(OC[C@@H](O)C(C)(C)O)ccc12 | -1% | 175%[activator] | -4 | 17% | -20% | 2% | -6% | 17% | 1%
Cc1ccc(N2C(=O)c3n[nH]c(C)c3C2c2ccccc2Cl)cc1 (stereo unspecified) | 1% | -5% | -10 | 4% | -11% | 0% | 21% | -12% | -10%
Cc1nc(C)c(C(=O)C2=C(O)C(=O)N(CCN3CCOCC3)C2c2ccco2)s1 (stereo unspecified) | 0% | -8% | 5 | -65% | -18% | -5% | -42% | 5% | 5%
CCN(CC(=O)Nc1ccc(NC(C)=O)cc1)C(=O)COc1ccccc1Cc1ccccc1 | -8% | -11% | 7 | -9% | 1% | -4% | ? | -3% | 2%
O=c1c2nnn(Cc3ccc(Cl)cc3)c2ncn1Cc1ccc(F)cc1 | -1% | 1% | -4 | -2% | -10% | -4% | -4% | -2% | 1%
CC(=O)Nc1ccc(OC(=O)Oc2ccc(NC(C)=O)cc2)cc1 | -2% | 13%[0.0914 µM] | -1 | 7% | -10% | -1% | -8% | 4% | -2%
COc1cccc(NC(=S)N(CCN(C)C)Cc2cccs2)c1 | 2% | 3%[57.1 µM] | -13 | -10% | -15% | 8% | 13% | 6% | 1%
Cc1ccccc1C(=O)NCc1nc2cccnc2n1Cc1ccccc1 | 1% | 0%[57.1 µM] | -3 | 12%[57.1 µM] | -18% | -1% | -17% | -6% | -6%
CC(C)Cc1cc(C(=O)N2CCC(N3CCC(C(=O)N4CCCC4)CC3)CC2)n[nH]1 | 2% | 8%[57.1 µM] | -3 | 15%[57.1 µM] | -13% | 6% | 27% | 3% | -1%
Cc1cccc(C)c1NC(=O)C1CCN(S(=O)(=O)c2cccc3nsnc23)CC1 | -1% | -1% | 2 | 19% | -10% | -1% | -5% | -16% | -5%
CCc1noc(C)c1C(=O)OCC(=O)Nc1ccc2c(c1)OCO2 | 2% | 1% | 0 | 16% | -19% | -1% | -2% | 2% | -1%
CC1CN(C(=O)c2cc3cc(Cl)ccc3[nH]2)CC(C)O1 (stereo unspecified) | -2% | 6% | 0 | 5% | -13% | 2% | -24% | 20% | -18%

Seven entries already listed, arranged by number of heavy atoms, low to high.
SMILES | Vif-APOBEC3G blk | TrxR1 substrate | LDHA inh | rTrxR1 inhibitor | USP1-UAF1 inh | Glioma ERSR ind | RGS4 inh | mIDH1 inhibitor | Vif-A3F inh
NC(=O)c1ccc(N2CCC(C(N)=O)CC2)c([N+](=O)[O-])c1 | -1% | -2% | -7 | 8% | -11% | -3% | 12% | -3% | -8%
O=C(/C=C/c1ccc2ccccc2n1)c1cc(Cl)ccc1O | ? | 27% | 0 | -27% | -23% | 5% | -28% | -20% | ?
COc1cccc(NC(=S)N(CCN(C)C)Cc2cccs2)c1 | 2% | 3%[57.1 µM] | -13 | -10% | -15% | 8% | 13% | 6% | 1%
CC(=O)Nc1ccc(OC(=O)Oc2ccc(NC(C)=O)cc2)cc1 | -2% | 13%[0.0914 µM] | -1 | 7% | -10% | -1% | -8% | 4% | -2%
Cc1nc(C)c(C(=O)C2=C(O)C(=O)N(CCN3CCOCC3)C2c2ccco2)s1 (stereo unspecified) | 0% | -8% | 5 | -65% | -18% | -5% | -42% | 5% | 5%
CCN1C(=NCc2ccco2)N[C@@H](c2cccc(C(F)(F)F)c2)C(C(=O)OC)=C1C | 4% | -6% | -1 | -11% | -19% | -2% | 5% | -7% | 0%
CCN(CC(=O)Nc1ccc(NC(C)=O)cc1)C(=O)COc1ccccc1Cc1ccccc1 | -8% | -11% | 7 | -9% | 1% | -4% | ? | -3% | 2%
